Screening data from PubChem BioAssay.
NS5 inhibitors – flavivirus cap methylation enzyme inhibition – biochemical, confirmation dose response, primary screen (AID 588689); Dengue-2 NS5 methyltransferase capping enzyme assay, biochemical; higher % means a stronger effect; inhibition, % at 25 µM, or IC50 in µM where a hit was titrated; actives 0.3% (n = 340,000); in the data active means a potency from the dose series; inconclusive means inhibition above about 29% without an active follow-up result
UTI89 phage lysis – protection from phage-mediated lysis, alamar blue read-out – E. coli UTI89, K1F phage, bacterial capsule biogenesis inhibitors (AID 488966) | E. coli UTI89 K1F phage lysis, alamar blue, 2 h; higher % means a stronger effect | inhibition, % at 100 µM, or IC50 in µM where a hit was titrated | actives 0.02% (n = 340,000);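 active means phage lysis inhibition, versus mean bacterial control, above a set limit; inconclusive means no clear call, values can overlap the other calls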;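 further: capsule biogenesis inhibitors block K1F phage lysis so surviving cells raise fluorescence; higher fluorescence means more inhibition of phage lysis; actives were called in the ten point dose series up to 300 µM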
SV40 large T antigen – SV40 large T antigen inhibitors, biochemical (AID 1903); actives 0.39% (n = 310,000); one-dose inhibition, % at 20 µM; IC50 in µM for titrated hits; SV40 large T antigen ATPase/helicase inhibition assay; higher % means a stronger effect; in the data active means a potency from the dose series; inconclusive means inhibition mostly from about 32% at the one dose, without a potency; inactive means the rest, 99 in 100 with inhibition below about 32%; further: strong numbers were not always called active
West Nile virus CPE – West Nile virus antiviral activity, cell-based, CPE readout (AID 1621); one-dose CPE inhibition, % at 10 µM; IC50 in µM for titrated hits; West Nile virus-infected cells, CPE inhibition; higher % means a stronger effect; actives 0.02% (n = 290,000); in the data active means a potency from the dose series; inconclusive means CPE inhibition mostly from about 3.7% at the one dose, without a potency; inactive means the rest, 99 in 100 with CPE inhibition below about 2.2%; further: strong numbers were not always called active
T cell HTS – T cell immune modulators affecting CD8 T cell-vesicle binding; 2C CD8+ T cell-vesicle binding, flow cytometry; hits give low values; calls only at 7 µM; actives 0.068% (n = 330,000);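 active means response, share of CD8 T cells binding vesicles, and their 90th percentile fluorescence all below set limits, cut at about 80% in these data, passing the limit was not always enough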
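Benchmarks: naked versus QL9-loaded vesicles / Assay system: purified 2C TCR transgenic mouse naive CD8+ T cells / Technique: high-throughput flow cytometry with anti-B7-1 and anti-CD8 staining / Timing: Cell–vesicle co-incubation 1.5 h at 37 °C, staining 20 min on ice / Read-out: percent CD8+ FL2 mean versus row control / Probe or stimulus: QL9-loaded Drosophila micro-vesicles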
NTR1 agonist – NTR1-driven beta-arrestin-GFP spot formation – imaging, U2OS cells, high content, primary screen (AID 493036) | P30989 | agonist mode | activation, % at 20 µM | actives 0.17% (n = 330,000);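 active means activation at or above 40% of the spot to cytoplasm intensity ratio, with at least 20 cells analyzed; inconclusive means wells under 20 cells, flagged as cytotoxic or low count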;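 further: 0% = DMSO without peptide and 100% = 100 nM NTR1 peptide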
Target sequence (P30989 whole entry, looked up): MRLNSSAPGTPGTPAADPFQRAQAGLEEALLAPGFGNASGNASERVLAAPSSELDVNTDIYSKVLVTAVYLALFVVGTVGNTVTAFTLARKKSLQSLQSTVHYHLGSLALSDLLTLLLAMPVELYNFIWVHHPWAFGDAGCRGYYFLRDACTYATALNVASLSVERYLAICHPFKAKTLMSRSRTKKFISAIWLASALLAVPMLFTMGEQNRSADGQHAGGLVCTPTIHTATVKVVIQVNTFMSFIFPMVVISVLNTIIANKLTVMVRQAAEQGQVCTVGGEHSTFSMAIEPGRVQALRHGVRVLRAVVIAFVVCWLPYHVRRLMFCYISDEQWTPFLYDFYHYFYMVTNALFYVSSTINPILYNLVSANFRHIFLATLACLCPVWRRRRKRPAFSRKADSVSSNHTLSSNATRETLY
MgcRacGAP inhibition – MgcRacGAP GTPase-activating activity inhibitors, confirmation, biochemical, ADP Hunter fluorescence; AID 624330; MgcRacGAP-stimulated Rac1 GTP hydrolysis, ADP Hunter fluorescence; higher % means a stronger effect; GST-tagged Rac1 F28L mutant substrate; actives 0.6% (n = 340,000); inhibition, % at 30 µM; hits with a dose series show IC50 in µM;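 active means first-screen hits whose inhibition reached a set limit at any dose in the follow-up dose series; inconclusive means inhibition above the set first-screen limit but never retested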;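 further: fluorescence reports GDP produced by GAP-driven GTP hydrolysis; strong numbers were not always called active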
RSV antiviral HEp-2 – inhibition of RSV-induced cytopathic effect – HEp-2 cells, primary 10 µM value included (AID 2391); actives 0.13% (n = 310,000); HEp-2 cells, RSV-induced CPE inhibition; higher % means a stronger effect; CPE inhibition, % at 10 µM; hits with a dose series show IC50 in µM; in the data active means a potency from the dose series; inconclusive means CPE inhibition mostly from about 23% at the one dose, without a potency; inactive means the rest, 99 in 100 with CPE inhibition below about 21%; further: strong numbers were not always called active
Salmonella PhoP GFP – inhibitors of PhoP regulon expression, primary screen, Salmonella Typhimurium, GFP reporter (AID 1863). S. Typhimurium PhoP-regulated promoter GFP reporter, 4 h; higher % means a stronger effect. inhibition, % at 50 µM, or IC50 in µM where a hit was titrated. actives 0.16% (n = 300,000);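 active means inhibition over 29.93%, a cutoff 3 SD above the screen mean, later confirmed by dose response; inconclusive means inhibition over 29.93% but no dose response follow-up; inactive means inhibition at most 29.93% or unconfirmed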;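 further: 0% = low Mg2+ inducing control and 100% = high Mg2+ repressing control; strong numbers were not always called active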
T cell HTS vesicle-bound % – second read-out of T cell HTS, no call of its own (marks repeat the call); double positive events, %; measured here: CD8+ vesicle-bound cell fraction;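 binding gate set so that unloaded-vesicle control wells show 10% double positive cells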
NTR1 agonist cell count 20 µM – further read-out of NTR1 agonist, marked with its call; cell count; measured here: cell count, cytotoxicity flag
NS5 inhibitors pilot replicate – further read-out of NS5 inhibitors, marked with its call; inhibition, %; measured here: pilot screen replicate inhibition
Active calls of the source: *; i = inactive; ? = inconclusive; . = no result given; [ ] = remark or other dose. Rows were taken by chance; overall some 1.5% were active at least once.

SMILES	NS5 inhibitors	UTI89 phage lysis	SV40 large T antigen	West Nile virus CPE	T cell HTS	T cell HTS vesicle-bound %	NTR1 agonist	NTR1 agonist cell count 20 µM	MgcRacGAP inhibition	RSV antiviral HEp-2	Salmonella PhoP GFP	others
CC(NC(=S)Nc1ccccc1)C1COc2ccccc2O1 (stereo not given)	-11%	-0.4%	13%	-1.0%	i	63	-1.0	95	7%	9.0%	-4%
Cc1cccc(-c2noc(CCCC(=O)Nc3cccnc3)n2)c1	0%	-0.1%	-1%	.	i	26	-3.9	115	2%	6.8%	-3%	NS5 inhibitors pilot replicate=-2.1
CN(c1ccccc1)S(=O)(=O)c1cccc(NC(=O)c2nn(C)c(=O)c3ccccc23)c1	7%	0.1%[50 µM]	.	.	i	29	6.1	66	5%	5.1%	.
O=C(O)c1cccc(N=NN2CCCCCC2)c1	5%	1.3%[50 µM]	9%	0.4%	i	41	0.2	47	6%	1.8%	-4%
Cc1ccc(S(=O)(=O)NCC(=O)OCC(=O)N2CCN(C(=O)c3ccco3)CC2)cc1C	-4%	-0.1%	13%	.	i	20	-0.7	79	-1%	0.0%	-7%
O=C(Nc1ccc(NC(=O)c2cccc([N+](=O)[O-])c2)cc1)c1cccc([N+](=O)[O-])c1	-2%	-0.4%	8%	-0.2%	i	52	1.0	53	3%	1.2%	7%
CC1CN=C(N(Cc2ccccc2)C(=O)Nc2ccccc2)S1 (stereo not given)	0%	0.3%	6%	0.1%	i	27	-0.6	39	-6%	0.0%	-2%
COc1ccccc1NS(=O)(=O)c1cccc(C(=O)NNC(=O)c2ccc(=O)[nH]c2)c1	-4%	0.7%[50 µM]	.	.	i	34	0.5	66	7%	2.1%	.
COc1ccc2c(=O)c(-c3ccc(C)cc3)c(-c3ccccc3)oc2c1	-10%	0.1%	.	.	.	.	5.6	63	5%	.	.	NS5 inhibitors pilot replicate=-6.7
O=C(Nc1ccc(-c2csnn2)cc1)C1CC1	5%	4.0%	-1%	1.2%	i	13	-0.3	51	18%	.	4%
CCOC(=O)[C@@H]1[C@H]2COc3ccccc3[C@H]2N2C(=O)N(c3ccccc3)C(=O)[C@]12C	-9%	1.8%	11%	-0.9%	i	26	1.8	111	6%	0.6%	2%
O=C(C1CC1)N1CCN(S(=O)(=O)c2ccc3c(c2)OCCO3)CC1	.	0.9%	16%	-0.1%	i	60	-1.2	34	0%	3.2%	-2%
O=C(CCl)NC(Cc1ccccc1)c1ccccc1 (stereo not given)	1%	-0.1%	0%	-1.4%	i	40	-0.8	21	-3%	4.7%	-7%
O=C(Nc1ccc(F)cc1F)c1ccc(-n2cccn2)nc1	-2%	0.7%	7%	-0.5%	i	51	0.8	67	0%	7.7%	7%
O=C(Nc1nnc(-c2ccc(Cl)cc2)o1)Nc1ccccc1Cl	1%	0.1%	13%	0.3%	i	5	-2.0	98	10%	0.3%	2%
COC(=O)CN1C(=O)[C@H]2[C@@H](c3ccc(C)o3)N3C(=O)CN(Cc4ccccc4)C(=O)[C@@]3(C)[C@H]2C1=O	-2%	0.7%	8%	-1.1%	i	20	0.5	60	4%	0.4%	-12%
Cc1cccc(NC(=O)N2CCC(n3nnc4cc(C)ccc43)CC2)c1	3%	0.1%	12%	-0.8%	i	37	-0.9	26	0%	2.4%	-1%
O=C(CCNC(=O)c1ccco1)Nc1ccc(SC(F)F)cc1	2%	0.7%	-1%	0.4%	i	10	0.1	52	-2%	0.6%	0%
Cc1cc(=O)oc2cc(OCC#N)ccc12	-7%	-0.3%	6%	0.1%	i	29	-3.8	58	7%	4.1%	19%
CN1C(=O)c2ccccc2Sc2ccc(NC(=O)N3CCOCC3)cc21	2%	0.2%	26%	-1.0%	i	57	-1.2	56	8%	-0.5%	-4%
COc1cccc2c(=O)c3ccoc3n(C)c12	-1%	3.3%	3%	0.1%	i	19	-1.2	78	2%	2.9%	3%
Cn1cccc1C(=O)NNC(=O)COc1ccc(C#N)cc1	-5%	0.6%[50 µM]	.	.	i	43	-0.3	60	0%	0.7%	.
COc1ccc(C2=CC(=O)C[C@H](c3ccc(F)cc3)C2)c(F)c1F	-4%	0.3%	.	.	i	17	-1.2	38	5%	1.3%	.
CN(C(=O)c1ccc(N2CCCCC2)c([N+](=O)[O-])c1)C1(C)CCS(=O)(=O)C1 (stereo not given)	-7%	0.1%	-4%	-0.5%	i	10	1.5	59	-2%	1.9%	-1%
COCCCN(C(C)=O)c1nc(-c2ccccc2)cs1	1%	-0.3%	-1%	-0.3%	i	44	1.2	82	-8%	0.9%	4%
O=C(COc1ncnc2c1cnn2-c1ccccc1)Nc1ccc(S(=O)(=O)N2CCCCC2)cc1	-8%	7.9%	4%	-0.7%	i	36	0.6	58	7%	?	8%
COc1ccc(-n2c(CNC(=O)c3cccs3)n[nH]c2=S)cc1	-1%	-0.9%	14%	0.5%	i	66	0.0	81	5%	0.6%	-6%
Cc1nc2ccccc2n1CCc1nc2c3ccccc3nc(SCC(=O)NCc3ccco3)n2n1	-7%	-0.2%	21%	0.4%	i	58	2.2	71	4%	5.1%	-4%
Cc1ccc(OCCCCn2ccnc2)c(Cl)c1	-4%	?	2%	-1.4%	i	37	-1.8	50	2%	0.1%	7%
O=C(Nc1ccc(Cl)cc1Cl)c1n[nH]c(Cn2cncn2)n1	-4%	0.2%	18%	0.0%	i	21	-0.1	78	7%	-0.8%	-6%
C/C(CC(=O)Nc1ccc(Br)cc1)=N\NC(=O)Cc1csc(N)n1	-10%	0.4%	.	0.6%	.	.	.	.	10%	.	7%
O=C(O)c1ccc(N2C(=O)/C(=C/c3ccc(-c4ccc([N+](=O)[O-])cc4)o3)C=C2c2ccccc2)cc1	?	0.0%	?	0.6%	i	35	-0.5	72	21%	-2.6%	-6%
CCOC(=O)CC(=O)CSCC(=O)Nc1ccc(C)cc1	-6%	5.0%	0%	-0.1%	i	16	-1.3	62	9%	2.1%	-2%
COc1ccccc1-c1cc(C(=O)NCc2ccccc2)no1	2%	7.9%	20%	0.5%	i	7	-0.3	57	10%	0.3%	-12%
CN(Cc1ccccc1)C(=O)CSc1nc2ccccc2[nH]1	-7%	0.4%	7%	-1.1%	i	24	-0.1	53	6%	4.8%	1%
COc1cc(Cl)ccc1OCc1cc(C(=O)N2CCCCCC2)no1	-1%	-0.1%	4%	-0.2%	i	24	0.0	62	4%	.	0%
C/C(CC(=O)Nc1ccc2c(c1)OCO2)=N\NC(=O)C(c1ccccc1)c1ccccc1	-3%	1.3%[50 µM]	16%	0.2%	i	5	1.0	53	8%	-0.7%	10%
COc1ccc(-c2cc(C(=O)N3CCN(c4ccccc4O)CC3)c3ccccc3n2)cc1	-1%	0.3%[50 µM]	.	.	i	32	4.3	50	2%	2.6%	.
COC(=O)Nc1c(-c2ccccc2)nc2ccc(Cl)cn12	-6%	0.3%	4%	-0.5%	i	57	-0.1	58	4%	2.5%	-10%
COc1cccc(N2CCN(S(=O)(=O)c3ccc4c(c3)CC(C)N4C(=O)C3CC3)CC2)c1 (stereo not given)	-3%	0.4%	11%	0.2%	i	9	1.9	68	4%	22%	5%
CCOC(=O)c1cnc2cc(-c3ccc(Cl)cc3)nn2c1N	0%	0.8%	5%	1.2%	i	57	-0.6	65	-6%	-0.1%	4%
CN(C)C(=O)COC(=O)c1ccc(S(=O)(=O)NCc2ccco2)cc1	6%	-0.9%[50 µM]	6%	-0.1%	i	29	-0.2	36	9%	-0.7%	-9%
CSc1ccccc1NC(=O)NCCCl	0%	0.5%	2%	0.4%	i	24	0.4	52	-4%	0.0%	7%
COc1ccc2sc(-c3ccccc3OC)c(-c3ccc(OC)nc3)c2c1	-5%	1.9%	.	.	i	40	2.0	56	11%	1.4%	.
Cc1ccc(C(=O)Nc2ccc(C(=O)N3CCCCC3)cc2)o1	-8%	0.1%	23%	-0.9%	i	19	0.6	73	8%	0.8%	2%
COc1ccc(CNC(=S)NNC(=O)c2cc3ccccc3o2)cc1	4%	0.3%	5%	0.2%	i	23	-0.4	48	7%	7.1%	4%
CCN1C(=O)[C@@H]2[C@@H](c3ccc(SC4CCCCC4)cc3)N3CCCC[C@@]3(C(=O)OC)[C@@H]2C1=O	-7%	1.1%	2%	.	.	.	0.1	57	14%	-0.5%	.
COc1ccc2[nH]c3c(c2c1)CCNC3c1ccc([N+](=O)[O-])o1 (stereo not given)	?	0.8%	27%	0.0%	i	56	0.0	101	16%	5.4%	.
Cc1cccc(NS(=O)(=O)c2cc([N+](=O)[O-])ccc2C)n1	-8%	0.9%	6%	-0.1%	i	60	2.6	41	-9%	-1.1%	-2%
O=C(CSc1nc(=O)n2ccccc2n1)NCc1ccccc1	-12%	1.3%[50 µM]	7%	.	i	35	-0.9	47	4%	2.2%	-4%
CCOC(=O)C(=O)Nc1ccc(S(=O)(=O)Nc2ncccn2)cc1	0%	0.8%	10%	-0.9%	i	54	-0.5	78	3%	0.1%	1%
O=C(CSc1nnc(-c2ccc(F)cc2)o1)Nc1ccc(S(=O)(=O)N2CCCC2)cc1	-6%	-0.5%	4%	-0.2%	i	12	1.5	46	4%	2.7%	9%
Cc1ccc(NCC(=O)N/N=C/c2c[nH]c3ccccc23)cc1	-2%	-0.2%	-3%	-0.6%	i	60	1.5	87	2%	1.3%	-1%
COc1ccc(OC)c(C2CC(=O)Nc3n[nH]c(-c4ccccc4)c32)c1 (stereo not given)	0%	-0.1%	21%	0.2%	i	16	-0.8	61	-4%	0.4%	-14%
C[C@H]1CN=C(Nc2ccccc2)N1CC1CCC1	-12%	0.4%	6%	-0.7%	i	41	5.1	96	4%	-0.4%	-4%
